LEDGF integ inh: blocks HIV-1 LEDGF/p75-dependent DNA integration. inhibition, % at 3.7 µM. AID 743269. TR-FRET IN-LEDGF/p75 DNA integration, Eu/Cy5. hit rate 0.64% among 370,000;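 active = inhibition above the screen-wide mean plus 3 SD, cut at about 13% in these data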;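 note: signal is the Cy5 over europium emission ratio at 671 and 618 nm; 0% = plate median of compound wells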
SIAE primary: blocks human sialic acid acetylesterase; hit rate 0.69% among 370,000; SIAE FP-Rh probe binding, fluorescence polarization; AID 1053197; inhibition, % at 9.66 µM; Q9HAT2;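 active = inhibition above a cutoff: mean of compounds within the control limits plus 3 SD of those, cut at about 17% in these data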;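 note: 0% = plate median of compound wells and 100% = probe without SIAE protein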
rCAG binder: r(CAG) repeat RNA binding; TO-PRO-1 dye displacement fluorescence; inhibition, % at 3 µM; hit rate 1.3% among 370,000; AID 651821;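 active = inhibition above the plate cutoff, the mean of all test compounds on that plate plus 3 SD, cut at about 35% in these data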;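 note: 0% = DMSO alone and 100% = 100 µM mitoxantrone as full dye displacement; higher means more dye released from RNA so lower well fluorescence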
PRMT1 inh: PRMT1 (human) inhibition, primary screen; Q99873; recombinant PRMT1, activity-based probe fluorescence polarization; inhibition, % at 2.79 µM; hit rate 1.3% among 370,000; AID 652257;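 active = inhibition above about 21% made by adding two undisclosed values, limit read from the data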
Target sequence (Q99873 whole entry, looked up): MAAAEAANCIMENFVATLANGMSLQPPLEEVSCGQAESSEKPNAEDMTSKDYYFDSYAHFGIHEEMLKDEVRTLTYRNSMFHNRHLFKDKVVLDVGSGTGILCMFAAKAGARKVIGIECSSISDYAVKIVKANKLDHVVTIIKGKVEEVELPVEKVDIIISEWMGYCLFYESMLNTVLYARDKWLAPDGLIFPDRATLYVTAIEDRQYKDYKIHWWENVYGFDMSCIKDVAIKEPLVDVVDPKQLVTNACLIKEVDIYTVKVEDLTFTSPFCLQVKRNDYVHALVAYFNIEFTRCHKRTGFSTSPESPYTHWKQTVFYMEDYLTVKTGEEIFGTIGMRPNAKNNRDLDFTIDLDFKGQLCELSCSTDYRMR
TCR CD3 inh: inhibitors of human TCR-CD3 interaction; inhibition, % at 9.4 µM; hit rate 0.37% among 360,000; TAMRA-labeled TCR probe fluorescence, biochemical; AID 651800; in the data active = inhibition above about 19%;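 note: recombinant mutant TCR 2C K166C tagged with TAMRA read by polarization; 0% = receptor in buffer alone and 100% = receptor with positive control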
mABHD4 FP: inhibits mouse alpha/beta hydrolase domain 4; inhibition, % at 8.92 µM; purified mABHD4, FP-Rh probe fluorescence polarization; hit rate 0.54% among 370,000; AID 720543;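 active = inhibition exceeding the mean over every tested compound plus 3 SD, cut at about 30% in these data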;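 note: 0% = plate median of compound wells and 100% = S159A mutant with DMSO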
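Material: mouse ABHD4 enzyme, wild type; Benchmarks: S159A mutant high control, sample median low control; Buffer or medium: HEPES pH 7.0, NaCl, Pluronic buffer; Signal: fluorescence polarization; Read-out: percent inhibition of probe binding, normalized to plate controls; Timing: pre-incubation 45 min, probe exposure 60 min, at 25 °C; Dosing: 8.92 µM, single dose.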
PG9 Ab binder: PG9 antibody binding by small molecule; TR-FRET gp120-PG9 antibody binding; hit rate 0.43% among 360,000; inhibition, % at 6.7 µM; in the data active = inhibition above about 8.5%
NR1D1 modulator: modulators of human Rev-erb alpha DNA binding. hit rate 0.79% among 370,000. activity, % at 10 µM. P20393. Rev-erbα–FITC-DNA binding, fluorescence polarization, 90 min;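 active = activity above about 14%, limit read from the data; passing the limit was not always enough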;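 note: 0% = DMSO wells with 35 nM protein and 100% = DMSO wells with 750 nM protein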
TDP2 absorb: blocks human TDP2 phosphodiesterase activity. recombinant TDP2, T5PNP hydrolysis, p-nitrophenol absorbance 415 nm. AID 720702. hit rate 0.34% among 370,000. O95551. inhibition, % at 12.8 µM;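 active = inhibition above the mean of all tested compounds plus 3 SD, set per campaign, cut at about 25% in these data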;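 note: 0% = DMSO with enzyme and 100% = buffer with substrate but no TDP2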
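Assay system: recombinant human TDP2 / Reagent: T5PNP substrate at 5 mM, a TopII-DNA adduct mimic / Measured by: epi absorbance from released p-nitrophenol / Evaluation: % inhibition relative to enzyme-containing and enzyme-free wells / Control set: enzyme-free and DMSO wells / Replicates: each compound tested once, singlicate / Schedule: enzyme reaction with compound for 2 h at 37 °C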
HTRA1 inh: blocks human HTRA1 serine peptidase | AID 504803 | hit rate 0.5% among 340,000 | Q92743 | recombinant HTRA1, FP-rhodamine activity-based probe, fluorescence polarization | inhibition, % at 5.96 µM; in the data active = inhibition above about 36%;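 note: 0% = enzyme with DMSO and 100% = wells lacking enzyme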
Target sequence (Q92743 whole entry, looked up): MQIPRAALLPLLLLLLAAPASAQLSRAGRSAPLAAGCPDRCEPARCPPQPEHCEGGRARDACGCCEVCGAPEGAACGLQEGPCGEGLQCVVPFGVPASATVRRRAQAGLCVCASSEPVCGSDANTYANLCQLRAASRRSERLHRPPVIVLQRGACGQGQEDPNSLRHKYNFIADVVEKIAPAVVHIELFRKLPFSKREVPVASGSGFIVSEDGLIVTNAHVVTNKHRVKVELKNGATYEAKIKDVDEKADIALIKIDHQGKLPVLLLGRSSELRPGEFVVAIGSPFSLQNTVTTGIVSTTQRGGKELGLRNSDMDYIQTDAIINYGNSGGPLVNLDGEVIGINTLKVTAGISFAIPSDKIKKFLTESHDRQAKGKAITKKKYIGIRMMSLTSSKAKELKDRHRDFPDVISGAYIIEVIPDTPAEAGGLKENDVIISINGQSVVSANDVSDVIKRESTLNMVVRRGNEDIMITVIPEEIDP
An asterisk follows results filed as active; . = not tested or not shown; & = joins results of further samples. Only part of the results is shown; rates above refer to the full screens.

molecule	LEDGF integ inh	SIAE primary	rCAG binder	PRMT1 inh	TCR CD3 inh	mABHD4 FP	PG9 Ab binder	NR1D1 modulator	TDP2 absorb	HTRA1 inh
CS(=O)(=O)c1ccc(-c2cccc(NC(=O)c3ccco3)c2)nn1	5.2	-0.7	1.2	-2.2	3.4	-0.2	-0.5	6.8	8.9	7.4
COc1ccc(CCNC(=O)C2CCCN2S(=O)(=O)c2cccc3nsnc23)cc1OC (stereo not given)	4.0	9.0	-3.2	-6.0	1.9	-1.4	0.8	-5.8	14.6	2.9
COc1ccc(C(=O)c2c3ccccc3[n+]([O-])n2CCC(N)=O)cc1	1.6	1.8	6.1	1.8	-2.1	3.3	-1.2	-0.8	-0.8	5.0
Cc1ccc(S(=O)(=O)N2CCN(C(=O)c3ccccc3)C2)cc1[N+](=O)[O-]	-0.6	2.8	2.0	0.1	-2.0	-2.7	2.0	6.0	-1.9	-1.6
O=C(NCc1n[nH]c(=S)n1-c1ccccc1)c1ccco1	14.9*	2.8	-1.6	2.5	1.5	4.3	-0.6	-2.2	7.0	0.3
Nc1ccccc1-c1nc2ccccc2s1	-0.7	1.6	7.8	0.7	-1.0	2.5	-0.3	2.7	-8.0	-7.1
O=C(Nc1nnc(COc2ccc(Cl)cc2)s1)C1CCCO1 (stereo not given)	-0.9	-4.1	-4.2	5.3	3.9	4.7	-2.4	-3.1	-3.1	-0.6
O=C(O)c1cccc(NC(=S)NC(=O)c2cncc(Br)c2)c1	-1.2	3.7	0.5	-0.7	-0.5	-0.4	-0.5	0.3	17.9	6.1
O=C(NC1CCCC1)c1c(O)nc2sccn2c1=O	-3.6	-3.7	1.3	-0.5	-3.0	10.0	0.3	-0.5	4.8	-1.5
CCCOC1CCCN(C(=O)c2ccc(OC3CCN(C(=O)CCOC)CC3)cc2)C1 (stereo not given)	-1.2	0.1	-10.6	-3.0	6.4	6.2	-0.9	-0.5	-3.8	-3.9
CCOc1ccc(Br)cc1C(=O)N/N=C/c1cccnc1	-1.1	-5.1	-1.7	-1.0	0.3	-3.6	-1.3	1.3	-5.8	2.0
C/C(C=O)=C/c1ccccc1	1.8	5.0	-1.4	2.0	-6.4	5.0	-2.4	5.9	2.8	0.3
COC(=O)c1ccc(NC(=O)NCCCl)cc1	3.7	0.1	-0.6	-1.6	2.9	2.3	-1.5	3.8	-13.0	-1.7
COc1ccc(NC(=O)C2CCCN(CCCc3ccccc3)C2)cc1OCC(C)C (stereo not given)	5.5	-1.6	-1.7	1.2	6.1	9.8	0.1	-3.0	-16.3	-5.8
CCOC(=O)C1(C)CCN1C(=O)c1csnn1 (stereo not given)	-3.1	6.0	-1.6	-3.9	1.2	0.6	-0.8	4.5	7.2	.
CC1(C)OC2OC(COC(=O)c3ccc([N+](=O)[O-])cc3)C3OC(C)(C)OC3C2O1 (stereo not given)	4.3	5.3	-6.1	-3.3	1.9	4.2	-0.5	1.7	-3.0	2.7
CS(=O)(=O)c1nc(S(=O)(=O)c2ccc(Cl)cc2)c(N2CCCCC2)s1	4.8	-1.4	-1.4	-1.6	3.9	-2.3	-1.6	-3.0	-1.2	-2.3
CCOC(=O)C(C#N)c1ccccn1 (stereo not given)	2.0	2.4	0.0	-1.3	-2.3	-0.3	1.6	-2.6	17.9	10.9
Cc1ncc([N+](=O)[O-])n1Cc1ccc(Br)cc1	-1.2	5.2	-0.2	-3.2	-2.4	-4.6	1.6	-2.3	5.0	3.2
OC(COc1ccc2ccccc2c1)CN1CCOCC1 (stereo not given)	-0.7&2.0	0.3&1.0	-0.1&-4.3	-2.1&-1.3	-4.1&4.6	1.4&-0.1	-2.5&0.7	-4.5&-5.1	7.8&14.3	0.2&-4.4
Cc1ccc(S(=O)(=O)/N=C2\C=C(NS(=O)(=O)c3ccccc3)C(=O)c3ccccc32)c(C)c1	1.7	6.7	53.9*	0.7	-2.8	49.8*	-0.2	-2.7	3.4	-1.0
COc1ccccc1C(CNC(=O)c1ccc(-c2ccccc2Cl)o1)N1CCCC1 (stereo not given)	-0.3	-2.5	-3.4	-2.1	4.0	-2.2	-2.0	6.7	0.8	-30.8
CCOC(=O)Cc1nnc2c(Nc3ccc(Cl)cc3)nc3nonc3n12	-2.0	-7.6	11.3	1.4	-2.7	-12.3	-0.3	.	-11.1	-21.5
CC1(c2ccc3ccccc3c2)NC(=O)N(CC(=O)N2CCN(S(=O)(=O)c3ccccc3F)CC2)C1=O (stereo not given)	-0.3	-2.8	3.9	-1.5	2.8	-7.2	-0.9	4.8	3.5	-2.8
CC1c2ccccc2N(S(=O)(=O)c2ccccc2)C1C (stereo not given)	-0.3	0.3	0.8	-3.9	6.1	0.3	-0.4	-3.1	1.1	1.1

Some entries already given, showing only LEDGF integ inh:
Compound	LEDGF integ inh
OC(COc1ccc2ccccc2c1)CN1CCOCC1 (stereo not given)	-0.7&2.0
Cc1ncc([N+](=O)[O-])n1Cc1ccc(Br)cc1	-1.2

Further entries.
molecule	LEDGF integ inh	SIAE primary	rCAG binder	PRMT1 inh	TCR CD3 inh	mABHD4 FP	PG9 Ab binder	NR1D1 modulator	TDP2 absorb	HTRA1 inh
O=C(CSc1nc2ccc([N+](=O)[O-])cc2s1)c1ccc2ccccc2c1	7.6	-4.0	9.7	-1.0	-14.0	-1.3	-0.7	17.9	-5.5	2.3
CC(=O)Cc1ccccc1OCC(=O)O	-2.2	12.1	4.0	1.9	2.0	-0.5	0.7	-2.0	-5.0	-1.2
Cc1ccc(OCc2nnc(SCC(=O)Nc3cccc4ccccc34)n2-c2ccccc2)cc1	0.5	-12.6	0.7	-1.1	-7.1	-22.1	-0.7	-3.1	1.4	-55.0
COc1ccc(CNC(=O)C2CCN(S(=O)(=O)c3cccc4nonc34)CC2)cc1	-2.0	5.7	4.8	1.5	-10.6	8.6	-1.8	-1.3	-6.1	0.6
Cc1ccccc1Cn1ccc(NC(=O)c2cnn3cccnc23)n1	1.1	1.1	-1.9	-2.1	1.2	5.7	-3.2	0.7	-4.4	4.6
COc1ccc(Nc2oc(COc3ccc(Cl)cc3)nc2C#N)cc1	-0.9	1.0	12.2	-0.4	7.7	-2.8	-0.8	-6.5	-12.5	-20.1
COc1cccc(-c2c(C(=O)N/N=C(\C)c3cccnc3)nnn2-c2nonc2N)c1	2.0	-2.7	2.8	-3.3	5.7	-3.0	-0.6	-1.8	7.2	-10.1
CC(=O)c1ccc(NC(=O)CCCN2C(=O)C(c3ccccc3)Oc3cccnc32)cc1 (stereo not given)	-3.5	-1.6	-1.4	-1.4	-2.4	-4.8	0.6	3.6	6.7	-12.2
CC(=Nc1ccccc1)C1=C(O)CC(C)(C)CC1=O	6.7	3.8	-1.0	-2.8	1.4	-7.5	-0.7	-3.5	3.4	4.3
CC(C)(C)NC(=O)C(=O)N/N=C/c1ccc(F)cc1	-2.7	-4.6	-3.6	-1.6	4.7	1.9	-1.5	-15.3	-7.8	-3.4
Nc1cc(N)nc(SCC(=O)NC2CCCCCCC2)n1	4.5	-2.0	-0.6	2.3	1.7	-3.9	-0.6	0.6	14.8	-0.7
COc1ccc(OCC(O)CON2C(=O)c3ccccc3C2=O)cc1 (stereo not given)	-0.1	-0.8	-6.1	-3.0	-1.3	-5.9	-1.6	0.4	0.3	-8.8
CCCCCC[C@H](CC)CN(C(=O)Oc1ccccc1)c1ccccc1	1.2	-1.4	1.6	2.7	.	-2.3	.	-1.4	8.2	.
COC(=O)C1=NNC2C(=O)N(C3CCCCC3)C(=O)C12 (stereo not given)	-1.0	-2.9	-0.3	6.5	-1.1	-8.4	0.7	1.7	-5.5	7.6
CCOc1ccc(Cl)cc1-c1cc(C(=O)NC(C)C)[nH]n1	0.4	1.7	0.4	0.2	-2.7	-7.3	0.0	-3.5	6.3	.
COc1cc(C2NC(=O)N(C)C3=C2C(=O)CCC3)cc(OC)c1OC (stereo not given)	0.4	-3.8	-4.7	-1.3	-2.7	1.7	-0.2	4.3	4.1	-5.2
CN(C)c1nc(N/N=C/c2ccccc2O)nc(Nc2ccc(F)cc2)n1	5.5	10.4	5.4	-1.3	-4.4	13.0	-3.1	4.5	3.0	-32.7
COc1ccccc1N=C1NC(=O)/C(=C/c2ccc(N(C)C)cc2)S1	-9.3	-3.0	11.7	-11.8	-5.1	-2.6	-3.5	25.2*	-12.8	4.1
CCN(CC)c1ccc(NC(=O)c2cc3c(OC)cccc3[nH]2)cc1	1.9	25.0*	12.3	4.1	-1.6	9.7	-8.2	-1.4	-8.3	21.9
COC(CNC(=O)c1coc2nc3ccccc3nc12)OC	-1.3	0.0	-1.0	0.0	-5.8	-22.7	0.9	1.3	-6.2	5.0
O=C(CCNc1ccc(Cc2ccncc2)cc1)c1cccc([N+](=O)[O-])c1	-1.7	1.9	-0.3	32.1*	-3.1	3.4	-1.4	-4.8	4.5	0.2
CCOC(=O)c1c(NC(=O)CSc2nnc(-c3ccc(OC)cc3)o2)sc2c1CCC2	1.8	-0.8	8.3	3.4	-2.8	9.1	1.5	2.4	-3.4	4.1
Cc1cc(Br)ccc1OCC(=O)N1CCCCCC1	-1.5	3.7	-6.4	-2.4	2.2	-4.5	0.8	12.4	10.6	-9.1
O=C(O)C1CCN(S(=O)(=O)c2cccc3cccnc23)CC1	-1.6	-3.2	-4.8	0.8	-1.3	4.9	-2.1	0.0	5.9	3.3
N=c1c2c(n(Cc3ccc(F)cc3)c3c1CCC3)CCC2	0.2	2.0	3.9	-0.4	-1.4	-9.6	0.4	7.5	13.6	3.4
O=C(c1cccc(F)c1)N1CCN(Cc2ccco2)CC1	1.9	1.2	-5.2	-2.0	-6.1	12.4	0.9	-1.6	16.1	-6.9
COC(=O)[C@]12C[C@H](CC(=O)NCC34CC5CC(CC(C5)C3)C4)C(=O)N(Cc3ccc4c(c3)OCO4)C1=C[C@H](C(C)(C)C)O[C@@H]2C	0.2	2.3	5.7	2.2	-5.4	-4.2	-0.8	8.6	1.2	.
Cc1cc(OCc2nnc(SCC(=O)O)n2-c2ccccc2)ccc1Cl	0.2	-2.8	14.8	-2.5	-1.1	-2.5	-0.1	-0.8	7.2	-1.0
CCOc1ccc(N(CC(=O)NC2CCCC2)C(=O)c2ccc(C)s2)cc1	0.4	-1.2	-5.9	0.0	0.9	-6.5	0.0	-3.1	9.9	-1.0
CCCCNC(=O)CSc1nc2ccsc2c(=O)n1C1CCN(C(=O)OCC)CC1	3.5	-0.2	-8.7	1.6	-2.1	4.0	-1.6	-3.1	-8.6	6.5

Screening data from PubChem BioAssay.
